Rin1 Abl inh – human Rin1-Abl interaction inhibition; P00519+Q13671; TR-FRET Rin1/Abl binding, biochemical; inhibition, % at 7.35 µM; 360,000 tested, 0.4% active; in the data active means inhibition above about 5%, passing the limit was not always enough
Neddylation inh – inhibitors of human cullin neddylation; P61081+Q13564; TR-FRET cullin neddylation, biochemical; calls only at 25 µM; 360,000 tested, 0.58% active; AID 651699; in the data active means inhibition above about 36%
MsrA inh – inhibitors of bovine MsrA. AID 651718. purified bovine MsrA, absorbance read-out. 360,000 tested, 0.75% active. inhibition, % at 15.5 µM; in the data active means inhibition above about 4.5%;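 further: 0% = vehicle wells with enzyme and 100% = reference inhibitor wells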
eLon inh – E. coli protease La inhibition. inhibition, % at 7.94 µM. 360,000 tested, 0.42% active. purified E. coli Lon protease, fluorescence polarization; in the data active means inhibition above about 13%, passing the limit was not always enough;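 further: 0% = enzyme with probe and DMSO and 100% = no enzyme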
MT1-MMP act inh – inhibitors of human MT1-MMP activation. AID 651647. HT1080 RFP-PRO-GFP cells, GFP/RFP ratio fluorescence, overnight; percent of plate control window, DMSO zero. 360,000 tested, 0.061% active. GFP/RFP ratio change, % at 20 µM;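 active means GFP/RFP ratio change of at least 30% with cell ATP level not reduced by more than half and red fluorescence within 50% of control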; further: strong numbers were not always called active
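Assay system: HT1080 RFP-PRO-GFP cells | Dosing: 20 µM single dose, 1% DMSO | Incubation: Cells overnight before dosing, compound overnight, 37 °C, 5% CO2 | Evaluation: GFP/RFP fluorescence ratio | Control set: DMSO-only wells and HT1080 RFP-L50D-GFP cell wells as references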
MsrA act – activates bovine MsrA enzyme. purified bovine MsrA, absorbance read-out. activation, % at 10.6 µM. 360,000 tested, 0.3% active. AID 602163; in the data active means activation above about 7.5%;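 further: 0% = vehicle and 100% = reference activator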
FAS TE block – inhibitors of human fatty acid synthase thioesterase domain; AID 602261; 360,000 tested, 0.67% active; P49327; recombinant FAS-TE, OMFH fluorogenic substrate, fluorescence endpoint; inhibition, % at 15 µM;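 active means compounds whose normalised, plate-corrected inhibition of enzyme fluorescence in the single-dose primary screen is 50% or more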;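 further: 0% = DMSO with enzyme and 100% = substrate without enzyme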
NRP1-CendR mod – NRP-1/CendR interaction modulation | 360,000 tested, 0.85% active | AID 602438 | FAM-RPARPAR peptide binding to NRP-1, fluorescence polarization | inhibition, % at 25 µM;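 active means inhibition or corrected inhibition above about 18%, plus a signal ratio from 0.5 to 1.5, limit read from the data, passing the limit was not always enough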; further: strong numbers were not always called active
Target sequence (O14786 whole entry, looked up): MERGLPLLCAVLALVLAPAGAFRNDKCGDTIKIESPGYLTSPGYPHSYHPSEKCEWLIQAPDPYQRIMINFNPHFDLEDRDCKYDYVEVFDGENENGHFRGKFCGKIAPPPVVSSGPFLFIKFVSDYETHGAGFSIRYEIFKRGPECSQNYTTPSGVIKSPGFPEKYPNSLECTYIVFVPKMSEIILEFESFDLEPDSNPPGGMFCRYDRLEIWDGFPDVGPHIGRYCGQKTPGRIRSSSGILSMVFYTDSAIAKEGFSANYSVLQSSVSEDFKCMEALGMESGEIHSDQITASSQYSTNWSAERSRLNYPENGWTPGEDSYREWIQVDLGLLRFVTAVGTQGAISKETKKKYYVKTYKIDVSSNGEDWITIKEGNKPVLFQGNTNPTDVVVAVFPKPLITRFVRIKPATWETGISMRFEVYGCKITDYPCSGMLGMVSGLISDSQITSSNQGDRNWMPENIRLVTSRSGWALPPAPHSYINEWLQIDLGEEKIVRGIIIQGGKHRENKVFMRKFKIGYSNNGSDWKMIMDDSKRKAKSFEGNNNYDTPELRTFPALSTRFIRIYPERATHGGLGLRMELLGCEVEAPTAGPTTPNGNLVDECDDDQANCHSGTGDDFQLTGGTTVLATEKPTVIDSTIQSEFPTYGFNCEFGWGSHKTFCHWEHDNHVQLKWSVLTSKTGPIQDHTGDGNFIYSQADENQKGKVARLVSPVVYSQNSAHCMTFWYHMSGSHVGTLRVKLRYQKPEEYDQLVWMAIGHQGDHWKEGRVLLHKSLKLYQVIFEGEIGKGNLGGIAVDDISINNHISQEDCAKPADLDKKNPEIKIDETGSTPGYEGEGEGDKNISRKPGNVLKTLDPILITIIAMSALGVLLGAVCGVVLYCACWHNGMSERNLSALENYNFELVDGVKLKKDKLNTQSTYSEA
SKN-1 inh – C. elegans SKN-1 inhibition | C. elegans VP596 Pgst-4::GFP/RFP ratio, acrylamide-induced, 24 h | inhibition, % at 21.8 µM | 360,000 tested, 0.49% active | AID 624304;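 active means interference check ratio from 0.5 to 1.5 plus GFP to RFP signal ratio inhibition reaching or exceeding a fixed threshold, cut at about 30% in these data, passing the limit was not always enough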; further: some compounds called inactive have numbers as strong as hits
* hit, by the source's call; i = inactive; . = not tested or not shown. Rows were taken by chance. About 4.2% of those tested had a hit in this group.

SMILES | Rin1 Abl inh | Neddylation inh | MsrA inh | eLon inh | MT1-MMP act inh | MsrA act | FAS TE block | NRP1-CendR mod | SKN-1 inh
CCC1CSC(Nc2ccc(C(=O)/C=C/c3ccc(Oc4ccccc4)cc3)cc2)=N1 (centres undefined) | 2 | i | 2.2 | -5 | -5 | -5 | 22 | 6 | 15
CC(=O)CC(CC(=O)NC1CCCCC1)c1ccccc1 (centres undefined) | -4 | i | -0.3 | -6 | -1 | -3 | -6 | 9 | 2
Cc1cc(C)c2c(c1)cc(C)c1nnc(SCC(=O)Nc3ccccc3N3CCOCC3)n12 | -3 | i | -0.8 | 6 | -4 | -1 | 10 | -12 | -6
CCCCNC(=S)N/N=C/c1ccc(C#N)cc1 | 3 | i | 4.7* | 3 | 1 | -2 | 8 | 8 | 9
CCN1C(=O)CC(N2CCN(CC(=O)NC(C)C)CC2)C1=O (centres undefined) | -2 | i | 0.3 | -2 | -2 | 0 | -6 | 4 | -2
Cc1ccc(-c2noc(CCCC(=O)NC3CCCCC3)n2)cc1 | -1 | i | 0.1 | -12 | 0 | -1 | -1 | -6 | 8
Cc1ccc(CC2SC(N=C(N)N)=NC2=O)cc1 (centres undefined) | 3 | i | -1.1 | 8 | 3 | -3 | 0 | 9 | -1
CCCCc1nnc(NC(=O)CSc2nc(O)c(Cc3ccccc3)c(=O)[nH]2)s1 | 2 | i | 1.1 | -5 | -1 | -14 | -4 | 3 | 12
COc1ccc(/C=N\NC(=O)c2ccc(Cn3cc(Br)c([N+](=O)[O-])n3)o2)c(OC)c1C | -1 | i | 1.1 | -22 | -3 | -14 | -5 | -11 | 3
CCOC(=O)C1(Cc2ccccc2C)CCCN(C(=O)c2sccc2C)C1 (centres undefined) | -1 | i | -0.2 | -2 | -1 | -2 | 5 | 10 | 11
CCc1nc(N)c(C#N)c(-c2cccnc2)c1C | -3 | i | 4.7* | -3 | -1 | -1 | -6 | -5 | 3
COc1ccc(NC(=O)CSc2nnc(Cc3cccs3)n2C)cc1 | 1 | i | 0.1 | -14 | 5 | -2 | -5 | -1 | -12
CCOC(=O)N1CCN(C(=O)c2ccc3c(c2)N(Cc2ccc(F)cc2)CCS3)CC1 | -3 | i | 1.1 | 2 | -5 | -2 | 17 | 4 | 1
Cc1nccn1CC(O)COc1ccc(Cl)cc1Cl (centres undefined) | 2 | i | -1.0 | 2 | 3 | -11 | -2 | 6 | -10
CCn1c(C(=O)O)c(CC(=O)NC2CCCCCC2)c2ccccc21 | -5 | i | 1.0 | 1 | 1 | -2 | 7 | 0 | 4
CCn1cc(CNC(=O)CSc2nc(-c3ccc(OC)c(OC)c3)cc(C(F)(F)F)n2)c(C)n1 | 0 | . | 1.9 | -1 | -1 | -12 | -7 | -2 | 3
Cc1occc1C(=O)NNC(=O)c1ccc(Br)o1 | 0 | i | 1.0 | -6 | -2 | -4 | -4 | -1 | 1
Nc1nc(NCCO)nc(NCC2CCCO2)c1[N+](=O)[O-] (centres undefined) | 1 | i | 4.2 | -1 | -6 | -11 | -12 | 0 | -2
O=C(CNc1cccc(S(=O)(=O)N2CCCCC2)c1)Nc1ccc(C(F)(F)F)cc1 | -3 | i | 0.3 | -1 | -1 | 0 | 14 | 15 | 10
COc1cc([N+](=O)[O-])ccc1NC(=O)C1C2C=CC(C2)C1C(=O)O (centres undefined) | -3 | i | 1.8 | 0 | -3 | -4 | -3 | 1 | -5
Cc1cc(C(=O)CSc2nnc(-c3ccc(Cl)cc3)n2CC2CCCO2)c(C)n1C (centres undefined) | 5 | i | 0.8 | -13 | 0 | -10 | 2 | 6 | -13
COc1cccc(/C=C2\SC(=S)N(N3CCOCC3)C2=O)c1OC | -3 | i | 0.3 | 6 | 2 | -4 | -1 | -9 | 4
O=C(Cn1nnc(-c2ccccc2NC(=O)c2ccccc2)n1)Nc1ccc2c(c1)OCCO2 | -5 | i | -0.6 | -3 | 9 | 0 | 10 | -4 | 9
Cc1ccc(NC(=O)N2CCCN(Cc3ccc(F)cc3)C2)cc1C | 5 | i | 0.6 | -3 | 0 | -2 | -4 | 3 | -4
Clc1cccc(N2CCN(Cc3nnc(-c4ccccc4)o3)CC2)c1 | -3 | i | -0.1 | -3 | 3 | -9 | 7 | 0 | -22
O=C(CS(=O)(=O)Nc1ccc(F)cc1Cl)Nc1ccc(F)cc1Cl | 3 | i | 0.9 | -1 | -4 | -4 | 5 | 7 | 20
CC(=O)c1ccc(N2C(=O)CC(N3CCN(S(=O)(=O)c4ccc(C)c(C)c4)CC3)C2=O)cc1 (centres undefined) | 5 | i | 0.0 | 11 | -1 | -5 | 5 | 11 | 2
O=C(COC(=O)CC1SC(N2CCCC2)=NC1=O)Nc1ccc(Br)cc1 (centres undefined) | -1 | i | 1.1 | -5 | -1 | -1 | -4 | 9 | -4
Cc1ccc(NC(=O)CNC(=O)c2cccs2)cc1S(=O)(=O)Nc1ccc(Cl)cc1 | 0 | i | 0.2 | 1 | -1 | -2 | 10 | -5 | 41*
Cc1cccc(C)c1NS(=O)(=O)c1ccc(OCCNS(C)(=O)=O)cc1 | 3 | i | 2.2 | -12 | -3 | -5 | -11 | 18 | 9
Cc1sc2ncnc(SCC(=O)N3CCCCC3)c2c1C | -2 | i | -1.3 | -4 | 2 | -2 | 0 | -4 | 3
COCCOCCn1c(CCCO)nc2ccccc21 | 2 | i | 0.9 | -6 | 1 | -8 | -6 | -3 | -7
COc1ccccc1Nc1nc(N)nc(CSC(=S)N2CCCCC2)n1 | 0 | i | -0.7 | -2 | -3 | -7 | 11 | 0 | 1
CCOC(=O)N1CCN(c2c(NCc3ccc(N(C)C)cc3)c(=O)c2=O)CC1 | -2 | i | -1.5 | -5 | 3 | -5 | -4 | -20 | -15
CCOC(=O)C(NC(=O)C1CCCN1C(=O)OCc1ccccc1)C(=O)OCC (centres undefined) | 0 | i | -0.6 | -11 | 1 | -14 | -10 | 0 | 5
Cc1cc(C(=O)N2CCCC(C)(C(=O)NS(=O)(=O)C3CC3)C2)n(C(C)(C)C)n1 (centres undefined) | 1 | i | -0.3 | 2 | -3 | -4 | -11 | 15 | 2
C/C(=N/NC(=O)CCc1ccccc1)c1ccco1 | 0 | i | 1.1 | 0 | 1 | -9 | -8 | -2 | -5
CC(=O)c1ccc(-n2nnnc2SCC(=O)Nc2sc(C)c(C)c2C#N)cc1 | 0 | i | 0.2 | -2 | -4 | -2 | 7 | -18 | 3
CCCCC[C@H](O)/C=C/[C@H]1CCC(=O)[C@@H]1CCCCCCC(=O)N1CCCCC1CO (some centres undefined) | 2 | i | -0.8 | 3 | -15 | 1 | 10 | -2 | 1
CCOc1cc(C(=S)N2CCCCC2)ccc1OS(=O)(=O)c1ccc(Br)cc1 | -3 | i | 0.1 | -2 | 4 | 2 | 27 | -1 | -18
COc1cccc(-c2nc(CS(=O)(=O)CC(=O)N3CCc4ccccc4C3)c(C)o2)c1 | -4 | i | -0.4 | -6 | 5 | 5 | 6 | -4 | -7
CCc1ccc2[nH]c3nc(SCc4nnc(-c5ccc(C)cc5)o4)nnc3c2c1 | -3 | i | 1.2 | 2 | -4 | 0 | -7 | 2 | 12
NS(=O)(=O)c1ccc2c(c1)C1C=CCC1C(C1CC=CCC1)N2 (centres undefined) | 3 | i | 1.2 | -18 | -16 | -2 | -4 | -36 | 5
CC(C)Nc1nc(NC(C)C)nc(N(C)N)n1 | -4 | i | 1.2 | -3 | 2 | 2 | -1 | 19 | 0
CC(=O)Nc1ccc(NC(=O)Nc2ccc(C)c(C)c2)cc1 | -1 | i | -0.6 | -2 | 1 | -1 | -8 | 2 | 4
COC(=O)c1cc(-c2ccc(OC)c(OC)c2)on1 | 0 | i | -2.0 | -13 | 2 | -2 | -4 | -4 | 2
CC(C)CC(=O)NC(=S)Nc1sc2c(c1C(N)=O)CCC2 | -2 | i | 1.5 | 4 | -8 | -4 | -1 | -8 | 10
CC(=O)Nc1ccc(CN2CCC(n3nccc3NC(=O)CCc3ccccc3)CC2)cc1 | 2 | i | -0.3 | 10 | -3 | -3 | -4 | -2 | 18
COc1ccc(OCC(=O)OC2CCN(C)CC2)cc1 | 3 | i | 0.1 | -2 | 4 | 0 | -3 | 5 | 5
CCN1C(=O)CC(c2ccccc2)N(C2CCCC2)c2nc(Nc3ccc(C(=O)NC4CCN(C)CC4)cc3OC)ncc21 (centres undefined) | 10* | . | . | -43 | 9 | -3 | 6 | -4 | 6
COc1ccc(C(=O)Nc2ccc3c(c2)OCO3)cc1S(=O)(=O)N1CCOCC1 | -1 | i | 1.3 | 6 | 0 | -2 | -1 | -9 | -1
COc1cc2c(cc1OC)C(c1ccccc1[N+](=O)[O-])=NCC2 | 0 | i | -0.2 | -7 | 5 | -2 | -2 | 9 | 9
Cc1ccccc1OCC(=O)Nc1ccc2c(c1)COC2=O | -3 | i | -0.4 | 10 | 3 | 0 | -4 | -11 | 3
CC1(C)C(=O)Nc2ccccc2N1C(=O)COC(=O)c1cc(S(C)(=O)=O)ccc1Cl | 1 | i | 1.7 | -5 | 0 | -2 | -5 | -11 | 12
Cc1ccc(C(=O)Nc2ccccc2C(=O)N2CC(C)OC(C)C2)cc1 (centres undefined) | 2 | i | 0.6 | 9 | 1 | 3 | -1 | -9 | -2
CN1CCN(c2nc(-c3ccccc3O)nc3ccccc23)CC1 | -5 | i | -0.8 | 0 | -15 | -2 | 2 | -9 | 2
CCO[C@@H]1OC(C(=O)NC2CC2)=C[C@H](C2CC2)[C@H]1CCCO | -1 | i | 0.5 | 7 | 9 | -1 | -3 | 15 | 16
Cc1nc(N2CCN(C(=O)c3ccco3)CC2)c2oc3ccccc3c2n1 | 0 | i | -0.2 | -8 | -1 | 0 | -6 | 8 | 2
COc1ccc(-n2nnnc2SCC(=O)Nc2ccccc2N2CCOCC2)cc1OC | 2 | i | -0.1 | 4 | 1 | -3 | -9 | -1 | 8
Cc1ccc(C2(C)NC(=O)N(CC(=O)NNC(=O)c3ccccc3)C2=O)cc1 (centres undefined) | -3 | i | -1.5 | 3 | 2 | -3 | -7 | -2 | -7

Looked up by compound from the list above (5):
SMILES | Rin1 Abl inh | Neddylation inh | MsrA inh | eLon inh | MT1-MMP act inh | MsrA act | FAS TE block | NRP1-CendR mod | SKN-1 inh
O=C(Cn1nnc(-c2ccccc2NC(=O)c2ccccc2)n1)Nc1ccc2c(c1)OCCO2 | -5 | i | -0.6 | -3 | 9 | 0 | 10 | -4 | 9
O=C(COC(=O)CC1SC(N2CCCC2)=NC1=O)Nc1ccc(Br)cc1 (centres undefined) | -1 | i | 1.1 | -5 | -1 | -1 | -4 | 9 | -4
Cc1ccccc1OCC(=O)Nc1ccc2c(c1)COC2=O | -3 | i | -0.4 | 10 | 3 | 0 | -4 | -11 | 3
CC(=O)Nc1ccc(CN2CCC(n3nccc3NC(=O)CCc3ccccc3)CC2)cc1 | 2 | i | -0.3 | 10 | -3 | -3 | -4 | -2 | 18
CC(=O)CC(CC(=O)NC1CCCCC1)c1ccccc1 (centres undefined) | -4 | i | -0.3 | -6 | -1 | -3 | -6 | 9 | 2

The list goes on.
SMILES | Rin1 Abl inh | Neddylation inh | MsrA inh | eLon inh | MT1-MMP act inh | MsrA act | FAS TE block | NRP1-CendR mod | SKN-1 inh
O=C(Nn1cnc2ccccc2c1=O)c1ccc([N+](=O)[O-])cc1 | 2 | i | 0.9 | -3 | 5 | 3 | 0 | 0 | 1
O=C(Cc1ccccc1)NCC(=O)N1CCN(c2ccc(F)cc2)CC1 | 1 | i | -1.4 | -7 | 3 | -1 | -6 | 26* | 7
Cc1nc(N2CCN(S(=O)(=O)c3ccccc3C#N)CC2)c2c(-c3ccccc3)csc2n1 | 0 | i | 0.0 | -7 | -11 | 0 | 83* | 0 | 11
O=C(CCSc1ccc(Cl)cc1)N1CCN(c2ccc(O)cc2)CC1 | 2 | i | 0.4 | 1 | -2 | -8 | 3 | 6 | -14
